Screening results (PubChem)
LRH-1 inv ag: NR5A2 inverse agonism in reporter assay | O00482 | HEK293T StAR-luciferase reporter, LRH-1 transfected, 24 h | inhibition, % at 3.6 µM | hit rate 0.13% among 360,000;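 active means inhibition above the mean inhibition of all tested compounds plus 3 SD, cut at about 73% in these data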;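 further: 0% = DMSO wells and 100% = reporter-only cells lacking LRH-1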
SRC3 inh: inhibits human SRC3 coactivator | Q9Y6Q9 | HEK293 GAL4-SRC3 luciferase reporter, luminescence | inhibition, % at 3.6 µM | hit rate 0.17% among 360,000 | AID 588352;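 active means inhibition above a per-campaign cutoff, the mean of all compounds plus 3 SD, cut at about 60% in these data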;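 further: 0% = DMSO-treated cells and 100% = gossypol-treated cells at 36 µM; higher means less SRC3-driven luciferase light from the GAL4 reporter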
SRC1 inh: inhibits human SRC1 coactivator; Q15788; HEK293 GAL4-SRC1 luciferase reporter, luminescence; inhibition, % at 3.6 µM; hit rate 0.12% among 360,000; AID 588354;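 active means inhibition above the campaign mean plus 3 SD, with each screening campaign given its own cutoff, cut at about 60% in these data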;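 further: 0% = DMSO treated cells and 100% = gossypol at 36 µM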
Target sequence (Q15788 whole entry, looked up, the tested form may be a part): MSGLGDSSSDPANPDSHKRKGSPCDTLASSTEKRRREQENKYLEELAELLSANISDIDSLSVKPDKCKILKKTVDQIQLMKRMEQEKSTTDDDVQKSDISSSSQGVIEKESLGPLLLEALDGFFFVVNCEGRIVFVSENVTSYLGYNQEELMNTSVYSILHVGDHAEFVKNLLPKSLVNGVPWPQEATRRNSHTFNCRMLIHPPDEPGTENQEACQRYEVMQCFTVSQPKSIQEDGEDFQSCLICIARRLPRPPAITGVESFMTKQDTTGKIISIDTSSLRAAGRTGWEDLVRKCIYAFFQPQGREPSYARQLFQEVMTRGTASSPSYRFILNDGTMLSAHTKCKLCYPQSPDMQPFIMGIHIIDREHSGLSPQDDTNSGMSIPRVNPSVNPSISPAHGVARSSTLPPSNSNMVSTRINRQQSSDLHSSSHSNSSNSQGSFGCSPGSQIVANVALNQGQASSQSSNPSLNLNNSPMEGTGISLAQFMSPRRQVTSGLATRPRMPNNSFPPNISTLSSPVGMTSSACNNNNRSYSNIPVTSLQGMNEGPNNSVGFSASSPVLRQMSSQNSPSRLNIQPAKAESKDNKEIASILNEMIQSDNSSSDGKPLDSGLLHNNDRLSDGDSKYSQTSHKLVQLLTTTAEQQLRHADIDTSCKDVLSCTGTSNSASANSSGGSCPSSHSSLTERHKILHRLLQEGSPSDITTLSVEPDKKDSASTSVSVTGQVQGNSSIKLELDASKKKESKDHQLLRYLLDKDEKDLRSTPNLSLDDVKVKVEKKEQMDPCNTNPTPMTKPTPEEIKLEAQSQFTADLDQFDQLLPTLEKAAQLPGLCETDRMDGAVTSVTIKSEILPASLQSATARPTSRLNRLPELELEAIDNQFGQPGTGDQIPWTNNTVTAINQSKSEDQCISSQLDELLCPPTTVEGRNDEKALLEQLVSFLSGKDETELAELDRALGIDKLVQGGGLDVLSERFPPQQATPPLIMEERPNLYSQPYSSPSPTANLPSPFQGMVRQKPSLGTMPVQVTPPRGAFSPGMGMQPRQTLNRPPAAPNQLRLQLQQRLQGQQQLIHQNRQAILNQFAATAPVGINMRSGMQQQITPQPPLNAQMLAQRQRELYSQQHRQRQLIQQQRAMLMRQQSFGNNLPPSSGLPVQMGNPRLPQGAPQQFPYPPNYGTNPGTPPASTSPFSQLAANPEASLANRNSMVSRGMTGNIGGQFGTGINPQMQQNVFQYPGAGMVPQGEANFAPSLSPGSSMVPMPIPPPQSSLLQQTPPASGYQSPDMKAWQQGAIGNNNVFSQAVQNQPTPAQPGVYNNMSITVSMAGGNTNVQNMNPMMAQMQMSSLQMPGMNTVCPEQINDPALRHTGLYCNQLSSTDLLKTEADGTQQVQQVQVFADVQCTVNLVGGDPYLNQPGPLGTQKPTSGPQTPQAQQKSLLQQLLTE
MC4R barr agon: activates human MC4R beta-arrestin recruitment | P32245 | U2OS MC4R beta-arrestin complementation, luminescence; percent of melanotan II response, DMSO zero | activation, % at 8.9 µM | hit rate 0.98% among 360,000;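 active means activation above a per-plate cutoff, the mean activation of sample wells on that plate plus 3 SD, cut at about 8% in these data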
EBV LMP1 NFkB: reduces LMP1-driven NF-kappaB luciferase signal; hit rate 0.69% among 350,000; inhibition, % at 12.5 µM; LMP1-induced NF-kappaB luciferase reporter cells, luminescence; in the data active means inhibition above about 41%;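 further: 0% = neutral control wells and 100% = reference inhibitor control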
MC4R antagonist: antagonists of human melanocortin 4 receptor (MC4R). P32245. MC4R-expressing cells, MTII-stimulated cAMP, LANCE TR-FRET. inhibition, % at 6.5 µM. hit rate 0.48% among 360,000. AID 540295;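 active means inhibition above its plate's cutoff, the mean of tested wells on that plate plus 3 SD, cut at about 29% in these data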;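 further: 0% = Melanotan II alone and 100% = Melanotan II plus saturating MCL0020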
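System: U2OS-MC4R stable cell line; Technique: Eu-cAMP/anti-cAMP TR-FRET, emission 671 nm; Repeats: single well per compound; Also added: Melanotan II; Dosing: one concentration, 6.5 µM nominal; Schedule: 30-min compound, 1-h challenge, 1-h detection, room temperature.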
SRC2 inh: human SRC2 (NCOA2) inhibition; inhibition, % at 9 µM; hit rate 0.17% among 370,000; HEK293 GAL4-SRC2 luciferase reporter, luminescence; Q15596;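 active means inhibition above the mean inhibition of all tested compounds plus 3 SD, set per campaign, cut at about 52% in these data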;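 further: 0% = DMSO treated cells and 100% = cells given Gossypol at 36 µM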
TLR9-MyD88 block: blocks human TLR9 binding to MyD88; Q9NR96+Q99836; CHO BLA complementation TLR9-MyD88, CCF4 FRET ratio; inhibition, % at 4.98 µM; hit rate 0.21% among 340,000; AID 504734;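 active means inhibition above the mean over all tested compounds plus 3 SD, cut at about 21% in these data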;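 further: 0% = DMSO only wells and 100% = clavulanate BLA inhibitor control wells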
NOD2 RIPK2 PPI: blocks binding of human NOD2 to RIPK2; hit rate 0.38% among 360,000; AID 624267; CHO BLA complementation NOD2-RIPK2, CCF4 ratio; inhibition, % at 4.98 µM; O43353; in the data active means inhibition above about 21%;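 further: 0% = vehicle only and 100% = reference blocker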
ABHD5-PLIN5 inh: ABHD5-PLIN5 protein interaction inhibition. Q00G26+Q8WTS1. Split G. princeps luciferase complementation, luminescence, 4 h. inhibition, % at 4 µM. hit rate 0.78% among 360,000. AID 602281;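 active means inhibition above the mean inhibition across every tested compound plus 3 SD, cut at about 22% in these data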;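 further: 0% = DMSO only wells and the 100% control is not disclosed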
COUP-TFII inh: inhibitors of human COUP-TFII (NR2F2); HEK293T NGFI-A luciferase reporter, luminescence; inhibition, % at 8.6 µM; hit rate 0.7% among 370,000; AID 686940;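 active means inhibition above a per-plate cutoff, mean inhibition of test wells between control levels plus 3 SD, cut at about 38% in these data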;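 further: cells cotransfected with COUP-TFII expression vector driving the NGFI-A reporter; 0% = median of COUP-TF2 test wells and 100% = reporter-only cells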
The depositor's hits bear a star; x = not tested or not shown. The list is partial; the hit share may differ from the screen's.

SMILES	LRH-1 inv ag	SRC3 inh	SRC1 inh	MC4R barr agon	EBV LMP1 NFkB	MC4R antagonist	SRC2 inh	TLR9-MyD88 block	NOD2 RIPK2 PPI	ABHD5-PLIN5 inh	COUP-TFII inh
Cc1ccc(-n2c(CNc3cccc(Cl)c3)n[nH]c2=S)cc1	-6.9	18.9	2.2	1.0	-0.1	7.1	-18.6	-11.3	-1.8	-10.0	14.4
COc1cccc(N(C(=O)CNC(=O)c2ccco2)C(C(=O)NC2CCCC2)c2cccnc2)c1 (stereo unspecified)	-10.8	9.6	2.1	1.3	3.8	6.4	-11.5	-0.1	-3.2	-9.0	-1.8
O=[N+]([O-])c1cccc(C(=Nc2cccc(Cl)c2)NO)c1	-4.9	-14.6	11.5	-2.6	-4.0	2.0	-3.5	-1.6	-5.1	-9.8	3.9
CC(OC(=O)c1ccc(O)cc1)C(=O)Nc1cc(C(F)(F)F)ccc1Cl (stereo unspecified)	5.5	19.4	-7.3	5.4	1.7	18.4	22.1	4.0	-2.1	-7.9	12.2
CCOC(=O)c1c(S(=O)(=O)N2CCCCC2C)c(C)n(C)c1C (stereo unspecified)	15.9	19.1	12.1	-0.2	2.7	3.8	15.6	5.3	1.8	-1.3	6.8
CC(C)C[C@@H]1CC2=C(C(=O)OC(C)(C)O2)[C@H](c2ccc(Cl)cc2)O1	5.6	x	x	x	x	x	-15.4	x	-2.8	-7.6	-7.1
CC1CCCCN1C(=O)Cn1c(=O)oc2cc(S(=O)(=O)N3CCCC3)ccc21 (stereo unspecified)	17.9	-32.3	-10.9	-1.4	-5.4	-3.6	-15.2	11.2	-3.8	2.4	11.7
COc1ccc(COC(=O)c2ccc(Br)c(S(=O)(=O)N3CCOCC3)c2)cc1F	10.8	14.0	-5.0	-1.4	10.8	1.9	-14.4	-5.8	-10.9	-0.8	30.1
O=C(O)C(Cc1ccccc1)n1c(=S)[nH]c2ccccc2c1=O (stereo unspecified)	-14.5	7.5	14.9	4.5	6.0	9.9	13.5	-0.3	-15.6	3.0	-11.3
COc1ccc(NC(=O)/C(C#N)=C\c2ccc(-c3cc(C(=O)O)ccc3C)o2)cc1	-4.2	-27.0	-2.4	-1.7	4.7	18.9	-14.9	-7.2	-3.8	8.4	9.4
Clc1ccc(-n2nnnc2CN2CCOCC2)cc1	12.5	-9.9	-2.7	-1.5	4.4	3.8	4.2	-7.7	9.5	0.3	-4.9
O=C(c1cccc(NS(=O)(=O)c2ccccc2)c1)N1CCCCC1	-14.7	-3.2	-25.6	-3.0	-0.9	11.8	-2.1	-6.7	-3.6	7.1	-10.2
O=C(Nc1ccccc1)OCc1cc(-c2ccc(Cl)cc2)on1	14.0	-9.9	15.5	6.9	-6.2	4.1	1.8	-8.0	-9.3	-8.7	-2.1
CCCCc1ccc(S(=O)(=O)NCCc2ccncc2)cc1	-3.5	5.6	-1.4	-1.2	2.7	-3.5	28.1	0.6	2.6	-2.7	18.9
Cc1ccc(S(=O)(=O)CCC(=O)Nc2nnc(CC(C)C)s2)cc1	-14.6	1.6	-10.9	-4.5	1.0	0.9	7.1	-1.7	-3.5	2.7	-5.2
Cc1ccc(SC(C)C(=O)Nc2cccc(N(C)S(C)(=O)=O)c2)cc1 (stereo unspecified)	15.9	-4.5	13.9	-0.9	-4.0	13.3	-11.8	1.6	-5.6	-6.2	9.6
C=CC[C@@H](CC(=O)N[C@@H](CO)Cc1ccccc1)C(=O)N[C@@H](COC(=O)[C@@H](CC=C)Cc1ccc(F)cc1)Cc1ccccc1	-6.5	11.7	-28.6	2.6	10.4	10.8	-31.1	-2.0	-1.4	-4.3	-2.4
O=C(c1ccccc1)N1CCc2ccccc21	17.2	5.0	-0.4	1.9	-9.3	-6.6	-15.5	-10.6	-9.3	5.7	-8.5
Cc1ccc(Oc2ccccc2NC(=O)C2=COCCO2)cc1	-2.2	21.8	2.0	2.4	-8.5	3.1	9.4	-6.3	-5.8	6.1	3.3
Cc1nnc(SCc2ccccc2CSc2nnc(C)s2)s1	-3.7	5.3	-9.0	-2.4	-0.5	8.9	2.8	-6.7	-4.6	-6.4	10.6
CCN1CCN(CCNC(=O)c2ccc(CS(=O)c3ccc(Cl)cc3)o2)CC1 (stereo unspecified)	10.2	-7.8	-6.1	-3.0	3.1	2.0	8.2	7.5	-8.2	-1.4	-7.8
COc1ccc(/C=N/NC(=O)c2ccccc2O)cc1COc1ccccn1	-12.4	14.5	-13.8	1.4	11.7	-0.3	-16.8	-6.6	-11.1	2.0	9.8
CC(C)(C)c1ccc(C(=O)N2CCC(NC(=O)c3ccccc3)CC2)cc1	5.2	-10.5	-7.9	-1.5	-2.0	2.9	-1.8	7.2	-1.2	2.5	7.6
CC1Cc2ccccc2N1C(=O)CSc1nnc2n1C(C)(C)Cc1ccccc1-2 (stereo unspecified)	11.6	-1.6	7.0	-0.1	7.0	17.1	5.1	-8.8	-7.6	5.4	8.9
CC(=O)Nc1cc(C(=O)NCc2ccco2)ccc1Sc1ccc(Cl)cc1	-5.8	1.1	-32.8	1.4	11.4	3.1	-25.8	0.4	7.2	9.4	-21.5
(next part)
SMILES	LRH-1 inv ag	SRC3 inh	SRC1 inh	MC4R barr agon	EBV LMP1 NFkB	MC4R antagonist	SRC2 inh	TLR9-MyD88 block	NOD2 RIPK2 PPI	ABHD5-PLIN5 inh	COUP-TFII inh
CCOc1ccc(N2C(=O)C(c3ccccc3)=C(c3nc4ccccc4s3)C2NC(C)=O)cc1 (stereo unspecified)	-13.7	-1.7	3.3	-0.5	-8.2	-3.8	-9.8	2.0	-3.6	1.0	11.1
CN1CCCN(Cc2ccc(Cl)cc2Cl)CC1	2.9	18.8	21.4	-0.2	2.1	0.4	4.4	6.4	-1.7	-0.3	0.9
COc1ccccc1CNC(=S)Nc1cc(C)ccc1C	-0.8	0.1	5.7	-2.0	4.0	3.6	-20.5	1.6	1.1	-11.6	9.7
N#Cc1cccc(NC(=O)CSc2sc3c(O)cc(=O)[nH]c3c2C#N)c1	-6.4	3.8	-67.0	-0.5	-6.3	1.1	-10.7	-2.9	-13.0	-0.8	7.3
CC(C)(C)c1ccc(OCC(=O)NNC(=S)NC(=O)c2ccccc2[N+](=O)[O-])c(Br)c1	5.7	-8.4	-0.9	-5.0	2.4	8.1	6.4	10.1	5.6	-7.1	5.8
Cc1c(S(=O)(=O)c2ccccn2)c(N)n(Cc2cccc(Cl)c2)c1C	-1.4	6.3	5.4	-0.9	x	-3.5	-6.0	x	2.4	6.8	1.0
O=C1CSC(c2ccncc2)N1Cc1ccc(F)cc1 (stereo unspecified)	-1.0	3.2	14.7	-2.2	9.5	9.4	-10.8	-4.3	-10.4	7.4	16.2
CCCCCCC(=O)Nc1nnc(CC)s1	-7.9	5.3	0.1	-2.4	-8.3	1.3	-22.1	11.0	-4.4	-4.0	-1.5
CCOc1cc(NC(=O)c2cccs2)c(OCC)cc1NC(=O)c1ccccn1	-24.6	13.0	-8.9	-1.0	-1.7	20.7	-7.7	-5.2	8.9	-0.9	5.2
Cc1onc(-c2ccccc2)c1C(=O)OCC(=O)Nc1ccc(Cl)cc1	20.4	8.7	9.6	2.9	8.7	-0.5	5.7	2.6	-2.0	-2.4	1.0
COc1ccc(S(=O)(=O)N(C)C[C@@H]2Oc3cc(Br)ccc3S(=O)(=O)N([C@H](C)CO)C[C@@H]2C)cc1	8.6	-12.3	0.4	-1.4	-2.9	3.1	2.0	-14.2	-1.9	14.5	2.8
O=C(CNC(=O)c1ccc(C(F)(F)F)cc1)NC1CC1	-8.1	5.8	-19.4	-2.0	2.2	-1.2	0.6	2.7	-16.5	1.1	-21.1
CC(=O)Nc1ccc2oc(C)nc2c1	-6.0	5.4	0.9	-3.4	-6.1	13.4	-21.7	9.1	-6.7	0.4	-11.4
COc1ccc([N+](=O)[O-])cc1NC(=O)CCN1CCN(c2ccccc2)CC1	-7.3	-4.3	0.1	0.1	9.5	9.1	-17.5	2.2	-4.8	0.8	11.9
COc1nc(-c2cnccn2)sc1C	10.7	10.0	12.1	-0.6	-2.1	8.9	3.5	1.1	-17.2	-5.8	-11.8
O=C(CCCc1nc(-c2ccccc2)no1)NC1CCCC1	3.4	7.1	-17.0	-0.3	1.5	2.0	9.5	-2.6	1.4	1.9	-4.5
COc1ccc(C(=O)NCC2(N3CCCCC3)CCCCC2)cc1S(=O)(=O)N(C)C	-9.8	-1.2	9.4	0.4	-11.3	13.8	-52.5	-2.5	-2.8	-3.1	7.1
Cc1nnc(NC(=O)CCSCCC(=O)Nc2nnc(C)s2)s1	-7.9	-5.3	-0.7	-3.9	-19.1	16.6	-3.3	-5.9	-10.5	-1.0	-9.7
Cc1cccc(-n2ccnc2SCC(=O)Nc2nccs2)c1	-31.0	-26.2	-38.3	0.2	7.8	11.7	-67.8	-4.9	-0.2	-2.1	-42.0
CC(C)(C)OC(=O)N(Cc1ccccc1)Cc1ccc(OCc2cccc(NC(=O)c3ccccc3)c2)cc1	15.9	5.1	4.6	0.2	2.7	-2.1	7.2	-7.9	-18.2	-5.0	9.6
Cc1cccc2c1N1C(=O)c3c(C(=O)O)cccc3C1CC2C (stereo unspecified)	10.7	8.7	10.3	-1.1	-8.5	4.4	-13.7	10.3	-4.6	7.9	3.1
CCCCC(=O)Nc1sc(C(=O)N(CC)CC)c(C)c1C(=O)OC	3.1	3.2	-15.4	3.0	-3.4	4.0	6.8	-0.4	-6.3	-3.5	10.0
C/C(=N\NC(=O)c1ccc(O)cc1)c1cc2ccccc2o1	-65.5	-30.0	-0.2	-2.5	3.6	8.4	-41.9	5.5	3.6	-1.4	-12.6
Cc1noc(C)c1C(=O)NC(C)C12CC3CC(CC(C3)C1)C2 (stereo unspecified)	-3.0	0.0	2.1	0.0	-0.7	-1.2	-42.3	-1.6	7.1	-2.4	9.6
COc1cc(OC)cc(-c2nc3nc(C)c(CCC(=O)NCc4ccco4)c(C)n3n2)c1	-4.5	1.6	0.8	-2.6	-3.3	5.5	1.1	4.5	-9.4	-2.4	3.5
N#Cc1c(SCC(=O)Nc2nc3ccc(Br)cc3s2)sc2c(O)cc(=O)[nH]c12	-78.8	-41.0	-72.3	0.7	-4.6	10.0	0.0	-6.5	-2.3	-4.9	2.8
COc1ccc(S(=O)(=O)CCc2nnc(NC(=O)c3ccc(F)cc3)s2)cc1	-1.1	7.5	4.3	-0.2	1.8	11.7	-0.4	6.7	-6.0	-4.4	-3.1

Part of the list above, with bars between the fields:
canonical_smiles | LRH-1 inv ag | SRC3 inh | SRC1 inh | MC4R barr agon | EBV LMP1 NFkB | MC4R antagonist | SRC2 inh | TLR9-MyD88 block | NOD2 RIPK2 PPI | ABHD5-PLIN5 inh | COUP-TFII inh
CCCCCCC(=O)Nc1nnc(CC)s1 | -7.9 | 5.3 | 0.1 | -2.4 | -8.3 | 1.3 | -22.1 | 11.0 | -4.4 | -4.0 | -1.5
CCOc1cc(NC(=O)c2cccs2)c(OCC)cc1NC(=O)c1ccccn1 | -24.6 | 13.0 | -8.9 | -1.0 | -1.7 | 20.7 | -7.7 | -5.2 | 8.9 | -0.9 | 5.2
